Source: PubChem
KCNQ2 block = KCNQ2 channel blockers in CHO-K1 cells – cell-based, FluxOR thallium flux, B-score, primary screen (AID 2156); 20 min; active compounds read low; B-score at 10 µM; actives 1.1% (n = 310,000);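 active means fluorescence ratio B-score at most minus 3 library SDs, with starting brightness B-score within 2 library SDs, cut at about -5.5 in these data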
Kir21 inh = blocks the mouse Kir2.1 inward-rectifier potassium channel. actives 0.85% (n = 310,000). AID 1672. HEK293-Kir2.1, FluxOR thallium flux fluorescence; active compounds read low. B-score at 10 µM;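 active means fluorescence ratio B-score at or below minus 3 SD of library scores, with starting-brightness B-score within 2 SD, cut at about -4.2 in these data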;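 further: channel flux triggered by added potassium and thallium sulfate stimulus; B-score of peak minus minimum fluorescence over baseline after thallium stimulus; more negative B-score means stronger Kir2.1 block with less thallium influx; some compounds called inactive have numbers as strong as hits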
Target sequence (P35561 whole entry, looked up): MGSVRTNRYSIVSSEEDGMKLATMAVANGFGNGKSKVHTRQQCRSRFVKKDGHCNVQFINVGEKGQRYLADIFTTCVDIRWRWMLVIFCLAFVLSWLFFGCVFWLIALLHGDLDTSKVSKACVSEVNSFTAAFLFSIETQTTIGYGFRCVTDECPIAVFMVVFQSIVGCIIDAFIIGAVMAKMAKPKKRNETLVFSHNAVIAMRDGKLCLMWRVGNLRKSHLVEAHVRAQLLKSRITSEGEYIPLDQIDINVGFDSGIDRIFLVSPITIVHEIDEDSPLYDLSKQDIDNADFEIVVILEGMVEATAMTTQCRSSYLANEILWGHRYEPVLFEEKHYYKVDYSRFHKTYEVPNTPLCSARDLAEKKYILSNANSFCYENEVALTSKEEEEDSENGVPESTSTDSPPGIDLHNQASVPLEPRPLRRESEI
The depositor's hits bear a star; i = inactive.

SMILES	KCNQ2 block	Kir21 inh
Cc1ccc(NC(=O)c2nc[nH]c2C(=O)N[C@@H](CCCCNC(=O)OC(C)(C)C)C(=O)OC(C)(C)C)cc1	i	-1.87
O=C(Nc1cccnc1)c1ccc(C(=O)Nc2cccnc2)cc1	i	0.91
COc1ccc(C)cc1NC(=O)NC1CCN(Cc2ccccc2)CC1	i	0.92
O=C(CSc1ccccc1)N/N=C/c1ccccc1O	i	-0.29
CCC12CN3CCN(CC(C3)/C1=N\NC(=O)c1ccc(Cl)cc1)C2	i	0
O=C(Nc1cc(Cl)ncn1)c1ccccc1	i	0.37
CCC(=O)NC(NCC1CCCO1)C(Cl)(Cl)Cl (stereo not drawn)	i	0.79
COc1cccc(CNC(=O)C2CCN(S(=O)(=O)N3CCCCC3)CC2)c1	i	0.06
C=CCOc1ccc(/C=N/O)cc1Cl	i	0.83
COc1ccc(CC(=O)Nc2sc3c(c2C(N)=O)CCCC3)cc1OC	i	0.05
Clc1ccc(-n2ncc3c(NCC4CCCO4)ncnc32)cc1 (stereo not drawn)	i	0.32
CCOC(=O)c1c(C)[nH]c(NC(=O)Nc2c(C)n(C)n(-c3ccccc3)c2=O)c1C	i	-0.85
Cc1nnc(Nc2ccccc2F)s1	i	-0.01
Cc1ccccc1-n1nc(C)c2cc(C(=O)NC3CC3)sc21	i	0.12
CCOC(=O)c1c(NC(=O)c2cc(-c3ccc(Cl)s3)nc3ccccc23)sc(C(N)=O)c1C	i	-0.11

Compounds listed so far with nitrogen in an aromatic ring (eight):
SMILES	KCNQ2 block	Kir21 inh
Cc1ccc(NC(=O)c2nc[nH]c2C(=O)N[C@@H](CCCCNC(=O)OC(C)(C)C)C(=O)OC(C)(C)C)cc1	i	-1.87
O=C(Nc1cccnc1)c1ccc(C(=O)Nc2cccnc2)cc1	i	0.91
O=C(Nc1cc(Cl)ncn1)c1ccccc1	i	0.37
Clc1ccc(-n2ncc3c(NCC4CCCO4)ncnc32)cc1 (stereo not drawn)	i	0.32
CCOC(=O)c1c(C)[nH]c(NC(=O)Nc2c(C)n(C)n(-c3ccccc3)c2=O)c1C	i	-0.85
Cc1nnc(Nc2ccccc2F)s1	i	-0.01
Cc1ccccc1-n1nc(C)c2cc(C(=O)NC3CC3)sc21	i	0.12
CCOC(=O)c1c(NC(=O)c2cc(-c3ccc(Cl)s3)nc3ccccc23)sc(C(N)=O)c1C	i	-0.11

Following part:
SMILES	KCNQ2 block	Kir21 inh
Cn1c(C(=O)NCCN2CCN(c3ccccc3F)CC2)cc2c(=O)n(C)c3ccccc3c21	i	1.92
Clc1ccc(-c2cc3ccccc3[nH]2)cc1	i	0.87
Cc1nc(-c2ccccc2)sc1C1(C)CC(c2cccc([N+](=O)[O-])c2)=NO1 (stereo not drawn)	i	1.39
Cc1ccnc(NC(=O)CCC(=O)N(CC(=O)NCc2ccc(F)cc2)Cc2ccccc2)c1	i	0.81
Cc1c(C(=O)O)oc2c(F)cccc12	i	0.34
NC(=O)CC(NC(=O)c1ccc(Br)cc1)c1ccc(NC2CCCCCC2)c([N+](=O)[O-])c1 (stereo not drawn)	i	0.63
O=C(Nc1ccc2c(c1)OCO2)C1CC(c2c(F)cccc2Cl)=NO1 (stereo not drawn)	i	-1.76
CCOc1ccccc1NC(=O)C(=O)/C=C(\O)c1cc(OC)ccc1OC	i	0.04
N#Cc1ccc(OCCN2C(=O)NC3(CCSC3)C2=O)cc1 (stereo not drawn)	i	1.65
Cc1cc(OCC(=O)c2cccc(C(F)(F)F)c2)n2cnnc2n1	i	2.87
CC(=O)Oc1ccccc1-n1c(C)nc(=O)c(-c2ccccc2)c1C	i	1.1
CC(C)(C)C(=O)Nc1c(Cl)cccc1OC(F)(F)F	i	1.05
CCN(CC)C(=O)C1CCN(Cc2ccc(OCc3ccccc3)c(OC)c2)CC1	i	-1
O=C(N/N=C/C=C\c1ccccc1[N+](=O)[O-])c1ccco1	i	0.85
COc1ccc(OCCOc2ccccc2[N+](=O)[O-])cc1	i	1.02
O=C(NNC(=O)C1CCN(S(=O)(=O)c2ccccc2)CC1)c1ccccc1O	i	-0.28
CC(C)Oc1ccc(/C=N/NC(=O)C2CCCN2S(=O)(=O)c2ccc(Cl)cc2)cc1 (stereo not drawn)	i	-0.06
Cc1cc2ccccc2c(=O)n1CC(=O)N(C)c1ccc(F)cc1	i	-1.1
Cn1cc(Cl)c(C(=O)NNC(=S)NCc2ccco2)n1	i	-1.8
CC(=O)Nc1c(C(=O)Nc2ccc3c(c2)OCO3)oc2ccccc12	i	-0.32
CCOC(=O)c1cnc(SCC(=O)Nc2ccc(NC(=O)CC)c(OC)c2)nc1N	i	-0.67
C/C(=N\OCc1ccccc1)c1c(O)cc(C(C)C)n(-c2ccccc2)c1=O	i	2.75
COC(=O)c1cc(S(=O)(=O)C(C)C)c(S(C)=O)s1 (stereo not drawn)	i	0.32
C/C(=N/NC(=O)C1COc2ccccc2O1)c1ccco1 (stereo not drawn)	i	1.96
O=C(COC(=O)c1cccc(S(=O)(=O)Nc2ccc(F)cc2)c1)NCCN1C(=O)CSC1=O	i	-2.53
CC(=O)Nc1c(N)c2ccccc2oc1=O	i	-0.1
COc1ccc(/C=N/NC(=O)c2ccc(NC(=O)c3cccc([N+](=O)[O-])c3)cc2)c(OC)c1	i	-0.01
O=C(O)COc1ccc2oc3c(c2c1)CCCC3	i	-0.37
CCN(CC)C(=O)c1cc(-c2ccc3c(c2)OCO3)on1	i	-1.26
O=c1[nH]c(C2CCN(S(=O)(=O)Cc3ccccc3)CC2)nc2c1nnn2Cc1ccccc1Cl	i	-1.01
COc1ccc(C(=O)n2nnc3ccccc32)cc1Br	i	2.06
CCOc1ccc(S(=O)(=O)c2c[nH]c3ccc(C)cc3c2=O)cc1	i	-0.92
CN(c1ccc(C(=O)NCc2ccccc2)cc1)S(C)(=O)=O	i	-1.18
COc1cc(C2C(C(=O)c3ccco3)=C(O)C(=O)N2Cc2ccccc2)ccc1O (stereo not drawn)	i	-2.06
N=C(N)SCc1cccc2ccccc12	i	-3.09
CC(C)C(=O)NC(=S)/C=C1/N(C)c2ccccc2C1(C)C	i	0.04
O=C(NC(=S)Nc1cccc2cnccc12)c1ccccc1	i	1.15
Cc1ccc(S(=O)(=O)N(c2ccc(Br)cc2)C2C=CS(=O)(=O)C2)cc1 (stereo not drawn)	i	-0.23
C=CCNC(=S)NNC(=O)COc1ccc(Cl)cc1Cl	i	-0.66
CC(=O)Nc1ccc(NS(=O)(=O)c2cc(-c3cnc(C4CC4)o3)ccc2C)cc1	i	0.15
CCOC(=O)N1CCc2c(sc3ncn(C)c(=O)c23)C1	i	0.78
CCCn1cc(CN2CCC(n3nccc3NC(=O)CCOc3ccccc3)CC2)c(C)n1	i	-0.62
COc1ccc(NS(=O)(=O)c2ccc3c(c2)NC(=O)CO3)c(OC)c1	i	0.46
CS(=O)(=O)N(CC(=O)Nc1ccc2c(c1)OCCO2)c1ccc2c(c1)OCO2	i	-0.71
Cn1c(=O)c2c(nc(N3CCOCC3)n2CCc2ccccc2)n(C)c1=O	i	1.24
CC(C)CC(=O)NC(=S)Nc1ccc(NC(=O)c2ccco2)cc1	i	0.13
Cc1ccccc1N(C(=O)CCCC(=O)Nc1ccccn1)C(C(=O)NC1CCCC1)c1ccc(O)cc1 (stereo not drawn)	i	-0.31
COc1ccc(C(=O)NCc2nnc(SCCOc3ccccc3)n2C)cc1	i	-1.26
CCc1cc(=O)[nH]c(SCC(=O)Nc2ccc3c(c2)OCCO3)n1	i	1.31
COc1ccccc1C/C(N)=N/OC(=O)c1ccc(C)c([N+](=O)[O-])c1	i	-1.12
O=C(Nc1ccc(N2CCOCC2)c(Cl)c1)c1ccccc1F	i	2.46
N#Cc1nc(-c2ccc(OCc3ccccc3)cc2)oc1N1CCOCC1	i	1.61
CC1CC(C)CN(CCCNC(=O)c2ccc3c(c2)ncn3C2CCCC2)C1 (stereo not drawn)	i	-1.3
Cc1cc(C)n2nc(SCC(=O)N/N=C/c3ccccn3)nc2n1	i	1.04
Fc1cccc(NC(=S)NCc2cccnc2)c1	i	0.34
COc1ccc(C(=O)CC(=O)C(=O)Nc2cc([N+](=O)[O-])ccc2OC)cc1	i	1.01
O=C(Nc1ccc2c(c1)OCO2)Nc1ccc(F)cc1F	i	0.35
O=[N+]([O-])c1ccc(/C=N/n2c(CO)nc3ccccc32)s1	i	1.9
O=C(NCCC1=CCCCC1)C1CCCN(S(=O)(=O)c2cccnc2)C1 (stereo not drawn)	i	0.34
CCOC(=O)N1CCN(C(=O)CN(Cc2ccccc2)S(C)(=O)=O)CC1	i	-1.03

Going on with the list.
SMILES	KCNQ2 block	Kir21 inh
Cc1cc2c(sc3ccccc32)c(C)n1	i	-1.21
CC(=O)c1ccc(OCc2cc([N+](=O)[O-])cc3c2OCOC3)cc1	i	0.57
CCOc1ccc(CNC(=O)CCC(=O)N2Cc3cccc(OC)c3Oc3ncccc32)cc1	i	1.72
Clc1ccc2nsnc2c1NC1=NCCN1	i	0.68
CCN1CCC2(CCN(C(=O)c3cc(COc4cc(C)ccc4C)on3)C2)C1 (stereo not drawn)	i	-1.17
CCOc1ccc(C(=O)NCCCN2CCCC2=O)cc1	i	1.27
Cc1cccc(-c2nnc(SCC(=O)Nc3nc4c(s3)CCCC4)n2C)c1	i	0.85
COC(=O)Cc1cc(=O)n(-c2nc3ccccc3s2)[nH]1	i	0.2
O=C(CCCOc1ccc(Br)cc1)NCCc1ccc(OC(F)F)cc1	i	-0.15
CCC(=O)Nc1ccc2c(c1)ncn2C	i	-0.15
CCC(C)NC(=O)c1oc2ccc(S(=O)(=O)N3CCC4(CC3)OCCO4)cc2c1C (stereo not drawn)	i	0
CCCCN1C(=O)c2ccc(C(=O)NCCN3C(=O)S/C(=C\c4cccnc4)C3=O)cc2C1=O	i	-0.09
O=C(CP(=O)(c1ccccc1)c1ccccc1)N/N=C/c1cc(Br)cc(Br)c1O	i	0.5
O=C(NNC(=O)c1ccc2c(c1)OCO2)NC12CC3CC(CC(C3)C1)C2	i	-0.12
COc1ccccc1OCCCCOc1ccccc1F	i	1.07
Cc1cc(C(=O)NP(=O)(N2CC(C)OC(C)C2)N2CC(C)OC(C)C2)c(C)n1C1CC1 (stereo not drawn)	i	-1.76
Cc1ccc(NC(=O)c2cc(S(=O)(=O)N3CCOCC3)cn2C)cc1F	i	-0.06
Cc1cc(NS(=O)(=O)c2ccc(NC(=O)CSc3nc4ncc(Br)cc4[nH]3)cc2)nc(C)n1	i	-0.2
CN1CCN(C(=O)C2CCCN(S(=O)(=O)c3ccc(Cl)cc3)C2)CC1 (stereo not drawn)	i	-1.25
O=C(c1ccccc1)N1CCN(CC(O)COc2ccc(Br)cc2)CC1 (stereo not drawn)	i	-0.82
CC(NC(=O)CCN1C(=O)c2ccccc2C1=O)c1ccccc1 (stereo not drawn)	i	-0.25
COc1cccc2cc(-c3nnc(SCC(=O)NCc4ccccc4)n3C)oc12	i	-0.04
Cc1nn(CC(=O)Nc2ccccn2)c(C)c1Br	i	-0.67
CCCCOCCCNC(=O)c1ccccc1OCC	i	0.23
CC(=O)Nc1ccc(N(C(=O)Cc2c[nH]c3ccccc23)C(C(=O)NC2CCCCC2)c2ccco2)cc1 (stereo not drawn)	i	-0.73
CNC(=S)NNC(=O)Cc1ccc(OC)cc1	i	-0.32
COC(=O)c1c(C(=O)OC)c(-c2ccc(C(C)(C)C)cc2)n2c1CS(=O)C2 (stereo not drawn)	-7.98*	-1.11
O=C(NCCCN1CCOCC1)C(=O)c1c[nH]c2ccccc12	i	0.05
COc1cccc(N2CCN(CC(=O)Nc3nc(C)c(C(=O)N(C)C)s3)CC2)c1	i	-0.3
Cc1cc(C(=O)c2ccccc2)c(NC(=O)CCl)s1	i	-1.67

Whole records, looked up by structure.
Cc1ccc(NC(=O)c2cc(S(=O)(=O)N3CCOCC3)cn2C)cc1F is listed as KCNQ2 block = i; Kir21 inh = -0.06
Cc1cc(NS(=O)(=O)c2ccc(NC(=O)CSc3nc4ncc(Br)cc4[nH]3)cc2)nc(C)n1 is listed as KCNQ2 block = i; Kir21 inh = -0.2
COc1cccc(N2CCN(CC(=O)Nc3nc(C)c(C(=O)N(C)C)s3)CC2)c1 is listed as KCNQ2 block = i; Kir21 inh = -0.3

Going on with the list:
SMILES	KCNQ2 block	Kir21 inh
COc1ccc2cc(Br)ccc2c1CC(=O)NC1CC(C)(C)NC(C)(C)C1	i	-1.43
CCOCCCNCc1cccc(OC)c1	i	1.27
COc1ccc(C(=O)Nc2cc3c(cc2Cl)OCCCO3)cc1	i	-0.2
CCN(CC)CCSc1nc2ccccc2c(=S)n1-c1ccccc1	i	-1.88
COc1cc(NC(=S)NCCCO)c(OC)cc1Cl	i	-1
O=C(c1ccccn1)N1CCN(c2ccc(C(F)(F)F)cn2)CC1	i	1.18
NC(=O)c1ccc(NCCCN2CCOCC2)c([N+](=O)[O-])c1	i	0.13
CCN(CC)C(=O)CSc1nc(OC)cc(=O)[nH]1	i	-1
O=C(COC(=O)/C=C/c1cccc(F)c1)Nc1ccc2[nH]c(=O)[nH]c2c1	i	1.41
CCOC(=O)c1ccc(COC(=O)c2cc(=O)[nH]c3ccccc23)o1	i	-0.08
O=C(c1cc2ccccc2oc1=O)N(Cc1cccs1)CC1CCCO1 (stereo not drawn)	i	0.01
Cc1ccc(S(=O)(=O)CC(=O)c2ccc3c(c2)OCCO3)cc1	i	-0.13
O=C(Nc1ccc2c(c1)OCO2)[C@@H]1[C@@H]2C(=O)N(C3CCCCC3)C(=O)[C@@H]2C2c3ccccc3C=CN21 (stereo partly drawn)	i	0.29
O=[N+]([O-])c1cc(C(F)(F)F)ccc1N1CCN(S(=O)(=O)c2ccc3ccccc3c2)CC1	i	-1.24
O=C(NNS(=O)(=O)c1ccc(Br)cc1)c1ccccc1-n1cccc1	i	-0.39
O=CN1CCN(C(C(=O)NC2CCCCC2)c2ccc(Cl)cc2)CC1 (stereo not drawn)	i	0.8
CCN1C(=O)N[C@H](c2ccc(Br)cc2)C(C(C)=O)=C1C	i	-2.71
